# bIAP act: bovine intestinal alkaline phosphatase activators, primary screen, biochemical, bovine IAP, CDP-star luminescence; alkaline phosphatase, intestinal [Bos taurus]; 0.17% of 200,000 active; purified bovine IAP, 30 min; active compounds read high; fold of DMSO-control signal, blank-subtracted; activation factor at 20 µM;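 active means activation factor of 2 or more at 20 µM, a signal rise over negative controls twice the positive control's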
# TNAP inh hi DEA: human TNAP enzyme inhibitors, primary screen, biochemical, luminescent, high phosphate acceptor level, uHTS. Alkaline phosphatase, tissue-nonspecific isozyme (Homo sapiens), P05186. purified TNAP, CDP-star luminescence, 1 M DEA. inhibition, % at 20 µM. 0.03% of 200,000 active. AID 1135, 2008;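 active means over 50% inhibition of tissue-nonspecific alkaline phosphatase at 20 µM in the single-dose screen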;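 further: plate controls were DMSO wells for no effect and EDTA-quenched wells as full inhibition for full effect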
# Target sequence (P05186 whole entry, looked up): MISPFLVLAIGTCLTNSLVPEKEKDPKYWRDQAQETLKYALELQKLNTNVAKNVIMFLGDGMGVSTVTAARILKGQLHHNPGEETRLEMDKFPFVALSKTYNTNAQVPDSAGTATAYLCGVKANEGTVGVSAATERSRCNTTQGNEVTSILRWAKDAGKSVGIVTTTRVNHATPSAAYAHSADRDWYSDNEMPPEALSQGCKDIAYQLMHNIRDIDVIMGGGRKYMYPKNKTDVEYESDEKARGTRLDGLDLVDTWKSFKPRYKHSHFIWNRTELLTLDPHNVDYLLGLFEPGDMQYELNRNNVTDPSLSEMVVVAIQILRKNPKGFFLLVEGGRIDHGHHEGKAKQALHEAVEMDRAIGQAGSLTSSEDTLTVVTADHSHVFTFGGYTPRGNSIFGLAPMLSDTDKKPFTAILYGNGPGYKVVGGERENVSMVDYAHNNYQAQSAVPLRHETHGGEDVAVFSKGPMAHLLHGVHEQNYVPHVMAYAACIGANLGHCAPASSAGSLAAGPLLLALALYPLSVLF
# TNAP inh noacc: human TNAP enzyme inhibitors, primary screen, biochemical, luminescent, no phosphate acceptor, uHTS. purified TNAP, CDP-star luminescence, 30 min. inhibition, % at 20 µM. Alkaline phosphatase, tissue-nonspecific isozyme (Homo sapiens), P05186. 0.26% of 200,000 active;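 active means tissue-nonspecific alkaline phosphatase inhibition above about 50% at 20 µM in the single-dose screen, limit read from the data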;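 further: 0% = DMSO negative control and 100% = EDTA positive control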
# TNAP act hi DEA: TNAP activators at high phosphate acceptor level, primary screen, biochemical, luminescence, uHTS | purified TNAP, CDP-star luminescence, 1 M DEA, 30 min; active compounds read high; 0 = EDTA background, 1 = DMSO-only activity | activation factor at 20 µM | 200,000 tested, under 10 active | Alkaline phosphatase, tissue-nonspecific isozyme (Homo sapiens), P05186;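 active means activation factor at least 2 at 20 µM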
#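 Measured by: Luminescent substrate turnover signal | Test system: Human TNAP | Input: TNAP 1/800 final | Dosing: 20 µM single point | Schedule: 30 min, room temperature | Controls: EDTA wells as negative control, DMSO wells as positive control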
# Diaph act CS: compounds boosting diaphorase resazurin reduction – biochemical, uHTS, resorufin fluorescence, counter-screen for diaphorase-coupled primary assays, primary screen | Diaphorase/resazurin coupled assay, 16 min; active compounds read high; 1 = vehicle wells, 0 = NADH-free wells | activation factor at 20 µM | 0.005% of 190,000 active | AID 1229, 2008;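 active means diaphorase activity raised at least twofold by the compound at 20 µM; inactive means activation factor below 2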
#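 System – purified diaphorase enzyme from Clostridium kluyveri · Input – enzyme 0.07 U/mL final · Also added – final NADH 0.114 mM, resazurin 0.1 mM · Measured by – fluorescence of resorufin, 544 nm excitation, 590 nm emission · Timing – 16 min enzyme reaction, ambient temperature · Measure – resorufin increase flagging diaphorase activators or reducers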
# PMI activator: activators of human PMI, primary screen, biochemical, fluorescence intensity, near-Km mannose 6-phosphate; purified human PMI, coupled resazurin fluorescence, 20 min; active compounds read high; 1 = vehicle control, 0 substrate-free wells; 0.005% of 190,000 active; activation factor at 20 µM; Mannose-6-phosphate isomerase (Homo sapiens), P34949;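 active means activation factor of 2 or more at 20 µM, relative to plate controls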
# Target sequence (P34949 whole entry, looked up): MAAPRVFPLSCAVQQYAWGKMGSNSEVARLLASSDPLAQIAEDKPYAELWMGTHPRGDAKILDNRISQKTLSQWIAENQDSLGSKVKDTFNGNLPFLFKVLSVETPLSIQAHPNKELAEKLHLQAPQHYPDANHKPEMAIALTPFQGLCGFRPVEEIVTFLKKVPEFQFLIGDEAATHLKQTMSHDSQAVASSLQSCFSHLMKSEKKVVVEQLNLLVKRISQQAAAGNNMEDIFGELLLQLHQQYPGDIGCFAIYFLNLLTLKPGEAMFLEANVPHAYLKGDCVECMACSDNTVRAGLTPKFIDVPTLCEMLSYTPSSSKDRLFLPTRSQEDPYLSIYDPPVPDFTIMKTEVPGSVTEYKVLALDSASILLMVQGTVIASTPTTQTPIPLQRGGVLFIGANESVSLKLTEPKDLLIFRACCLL
# L major viab: Leishmania major promastigote growth inhibition, primary screen; Leishmania major promastigotes, resazurin fluorescence viability; inhibition, % at 10 µM; 9% of 200,000 active; AID 1063, 2008; in the data active means inhibition above about 50%;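 further: promastigotes grown with compound for 44 hours at 28 °C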
# bIAP inhibitor: bovine intestinal alkaline phosphatase inhibitors, primary screen, selectivity assay for TNAP inhibitor project, biochemical, bovine IAP, CDP-star luminescence; alkaline phosphatase, intestinal [Bos taurus]; purified bovine IAP, 30 min; inhibition, % at 20 µM; 190,000 tested, under 10 active;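 active means over 50% inhibition of intestinal alkaline phosphatase at 20 µM in the single-dose screen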
#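 System: Purified bovine intestinal alkaline phosphatase (IAP) enzyme | Input: IAP diluted 1/65,000,000 in the well | Also added: CDP-star chemiluminescent phosphatase substrate, 30 µM final | Dosing: 20 µM single dose | Times: Enzyme reaction for 30 min at room temperature | Detection: Luminescence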
# PMI act hi M6P: human PMI activators, high substrate, primary screen, biochemical, fluorescence intensity, near-saturating mannose 6-phosphate | Mannose-6-phosphate isomerase (Homo sapiens), P34949 | coupled PMI enzyme assay, resazurin fluorescence, 20 min; active compounds read high; 1 = untreated enzyme, 0 = substrate-free blank | activation factor at 20 µM | 0.34% of 190,000 active;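 active means activation factor of 2 or more at 20 µM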
#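 Material: human phosphomannose isomerase with PGI, G6PDH, diaphorase coupling enzymes / Reagent: Man-6-P substrate 1.0 mM / Dosing: single compound dose of 20 µM, 1% DMSO final / Incubation: enzyme reaction with compound 20 min at room temperature / Signal: resorufin fluorescence (Ex 544/Em 590 nm) from resazurin via diaphorase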
# Diaph inh CS: diaphorase inhibitors and chemical oxidizers, primary screen, counter-screen for diaphorase-coupled primary assays, biochemical, uHTS, resorufin fluorescence; inhibition, % at 20 µM; diaphorase resazurin-to-resorufin fluorescence, NADH, 16 min; bacterial (C. kluyveri) enzyme, not human; 0.69% of 190,000 active; AID 1217, 2008;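 active means primary screen inhibition at 20 µM above a set limit, cut at about 50% in these data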;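 further: plate controls were DMSO with full reaction for no effect and wells lacking NADH for full effect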
#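 controls = No-NADH positive control and DMSO neutral control | system = Clostridium kluyveri diaphorase enzyme | timing = reaction incubation of 16 min at room temperature | signal = resorufin fluorescence 544/590 nm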
# Numbers without * were called inactive; . = no result given.
SMILES,bIAP act,TNAP inh hi DEA,TNAP inh noacc,TNAP act hi DEA,Diaph act CS,PMI activator,L major viab,bIAP inhibitor,PMI act hi M6P,Diaph inh CS
COCCn1ccc(O)c(Cc2ccc(Cl)cc2)c1=O,0.9,-2.8,14.5,1,0.9,1,-2.8,10.8,1,9.8
Cc1ccc(Nc2nc3nonc3[nH]c2=O)cc1Cl,1.1,-0.5,-5.9,1,0.9,1.2,4.3,-9.0,1.1,5.8
CCC(C(=O)N1CC2(C)CC1CC(C)(C)C2)N1C(=O)c2ccccc2C1=O (configuration not stated),1,-5.5,-10.9,1.1,0.9,1,8.2,-0.1,1,10.9
CCOc1cc(NC(=S)NCCCN(C)C)c(OCC)cc1NC(=O)C1CC1,1,2.3,2.4,1,1.2,1.1,-0.6,4.4,1,-23.3
O=C(CSc1nnc(Cc2cc(=O)[nH]c(=O)[nH]2)n1-c1ccccc1)N1CCCCC1,1,-9.5,-14.7,1.1,0.9,1.1,-10.5,-0.9,1,11.9
CC(=O)NS(=O)(=O)c1ccc(NC(=O)c2ccccc2F)cc1,0.9,0.3,-6.2,1,0.9,0.9,-4.9,7.6,1,13.3
Cn1cnnc1SCc1ccc(C(=O)O)cc1,1,-7.5,-9.0,1.1,0.7,1,-3.4,-3.8,0.9,25.2
C=C(C)C1Cc2c(C)nn(-c3ccccc3)c2C1 (configuration not stated),1,-3.6,-5.8,1,0.8,0.9,0.8,3.3,0.9,21.2
O=C(c1ccc(OCC2CCCO2)cc1)N1CCN(c2ccccc2)CC1 (configuration not stated),1,0.3,-5.1,1,1,1,-6.7,-3.1,1,4.0
CSc1nc2ccccc2n1CC(=O)N1CCCCC1,1,-3.7,-6.9,1,1,0.9,-0.7,1.3,0.9,4.0
CCCc1nnc(SCC(=O)N2CCCC2)n1CC1CCCO1 (configuration not stated),0.9,-4.1,-9.7,1,0.9,0.9,-1.1,6.8,0.9,12.8
CCC(C)C(NC(=O)OCc1ccccc1)C(=O)OCN1C(=O)c2ccccc2C1=O (configuration not stated),0.9,1.6,-5.3,1,0.9,0.9,-4.6,5.6,1,10.5
O=C(Cn1cc2c(n1)CCCC2)NCCCN1CCCC1,1.1,-3.2,-15.6,1,1.1,1,-6.6,-9.0,1,-9.6
OCC1CCCN(C(=S)Nc2ccc(Nc3ccccc3)cc2)C1 (configuration not stated),1.1,-2.2,-10.6,1,0.8,0.9,-5.1,-13.5,0.9,21.5
c1ccn2cc(CSc3nnc4ccccn34)nc2c1,1,-5.9,-14.0,1.1,1.1,1,-5.7,-0.6,1.1,-5.6
CCCC(C)C(=O)Nc1ccc(Cl)cc1Cl (configuration not stated),0.9,-8.7,-9.7,1.1,1,1.1,-5.6,6.5,1.1,4.9
O=C(CN1C(=O)C2CC=CCC2C1=O)OCc1cc(=O)n2cc(Br)ccc2n1 (configuration not stated),1.1,-7.3,-14.2,1.1,0.9,1.1,6.9,-9.3,1,8.1
COc1ccc(/C=N/Nc2nc(N)cc(Cl)n2)cc1OC,1,-5.3,-9.1,1.1,0.8,1,3.2,-4.4,0.9,24.4
CC(C)n1c(=S)[nH]c2c1c(=O)[nH]c(=O)n2C,0.9,-0.4,-5.9,1,0.8,1,-3.7,9.8,1.3,22.7
COCCn1nnnc1C(c1ccc(C)cc1)N1CCN(Cc2ccc3c(c2)OCO3)CC1 (configuration not stated),1,-6.1,-14.8,1.1,0.9,1,22.4,-1.5,1,12.7

# A run of entries taken from the entries so far:
SMILES,bIAP act,TNAP inh hi DEA,TNAP inh noacc,TNAP act hi DEA,Diaph act CS,PMI activator,L major viab,bIAP inhibitor,PMI act hi M6P,Diaph inh CS
CCCC(C)C(=O)Nc1ccc(Cl)cc1Cl (configuration not stated),0.9,-8.7,-9.7,1.1,1,1.1,-5.6,6.5,1.1,4.9
O=C(CN1C(=O)C2CC=CCC2C1=O)OCc1cc(=O)n2cc(Br)ccc2n1 (configuration not stated),1.1,-7.3,-14.2,1.1,0.9,1.1,6.9,-9.3,1,8.1
COc1ccc(/C=N/Nc2nc(N)cc(Cl)n2)cc1OC,1,-5.3,-9.1,1.1,0.8,1,3.2,-4.4,0.9,24.4
CC(C)n1c(=S)[nH]c2c1c(=O)[nH]c(=O)n2C,0.9,-0.4,-5.9,1,0.8,1,-3.7,9.8,1.3,22.7
COCCn1nnnc1C(c1ccc(C)cc1)N1CCN(Cc2ccc3c(c2)OCO3)CC1 (configuration not stated),1,-6.1,-14.8,1.1,0.9,1,22.4,-1.5,1,12.7

# Three entries out of the list above, ordered by their value in PMI activator, descending.
Structure | PMI activator
Cc1ccc(Nc2nc3nonc3[nH]c2=O)cc1Cl | 1.2
CCCC(C)C(=O)Nc1ccc(Cl)cc1Cl (configuration not stated) | 1.1
CSc1nc2ccccc2n1CC(=O)N1CCCCC1 | 0.9

# Following part
SMILES,bIAP act,TNAP inh hi DEA,TNAP inh noacc,TNAP act hi DEA,Diaph act CS,PMI activator,L major viab,bIAP inhibitor,PMI act hi M6P,Diaph inh CS
CC1(C(=O)NCCN2CCOCC2)C=CC2(CCCCC2)N1C(=O)c1ccccc1 (configuration not stated),0.8,-3.8,-4.9,1,1,1.2,-5.0,16.5,1.2,-2.4
COc1cc(CN(C(=S)NCC(=O)N2CCCC2)C2CCCC2)cc(OC)c1OC,1.1,3.1,2.2,1,1,1.1,2.4,-10.3,1,2.5
CCOC(=O)C1CCCN(C(=O)c2ccc(Cl)cc2)C1 (configuration not stated),1.1,-0.9,-3.2,1,1,1.1,-6.5,-5.1,1.1,-0.8
CCOCC(=O)Nc1cc(S(=O)(=O)N2CCOCC2)ccc1N1CCCCC1,1.2,0.7,-12.4,1,0.8,0.5,5.5,-16.8,0.8,15.2
Oc1nc(-c2ccc(Br)cc2)n2ccncc12,0.9,-4.7,32.7,1,1.2,1.5,-1.3,5.1,1.7,-20.4
Cc1cccc(NC(=S)NC2CC3CCCC(C2)N3CC(C)C)c1C (configuration not stated),1,-1.7,-9.4,1,0.9,1,88.8*,0.5,1,5.4
O=C(N/N=C/c1ccccc1)c1[nH]c2ccc(Br)cc2c1-c1ccccc1,1,1.0,-4.7,1,0.8,0.8,-2.3,-2.4,0.9,23.5
O=[N+]([O-])c1ccc(SCc2ccco2)cc1N1CCOCC1,0.8,1.3,-2.3,1,1,1,-4.0,20.3,1,3.8
Cc1ccc(-n2ncc3c(=O)n(CC(=O)N4CCCCCC4)cnc32)cc1,0.9,-7.0,-10.0,1.1,0.8,1,3.1,6.8,1,17.1
CCOC(=O)c1cccnc1SCC(=O)N(CC)c1cccc(C)c1,1,-4.8,-5.9,1,0.8,1,91.2*,2.2,1,19.7
Oc1c(CN2CCc3ccccc3C2)cc(Cl)c2cccnc12,1.1,-6.3,-8.5,1.1,0.3,0.6,100.4*,-10.0,0.5,67.7*
C=CCNC(=S)NNC(=O)c1ccccc1,1.1,1.4,-41.4,1,0.9,0.9,-7.0,-11.6,0.9,9.4
O=C1CC(SCc2nc3ccccc3[nH]2)C(=O)N1c1ccc(F)c(Cl)c1 (configuration not stated),1,-4.0,1.2,1,0.9,0.9,-5.6,4.6,0.9,12.8
CN(C)Cc1c(-c2ccc(Cl)cc2)nc2ccc(Cl)cn12,1.1,-2.2,-9.6,1,1,1,68.1*,-5.8,1,-4.7
CC1COC(C)(CC(=O)NN2C(=O)c3ccccc3C2=O)O1 (configuration not stated),1,-2.2,-4.6,1,.,.,-5.8,3.6,.,.
CC(=O)N1CCN(c2ccc(NCc3ccc(C)s3)cc2)CC1,1.2,-1.6,-13.9,1,1,1,-10.6,-15.3,0.8,1.5
CN(C)S(=O)(=O)c1cccc(C(=O)NC(=S)N(CCC#N)Cc2cccnc2)c1,0.9,0.2,-5.8,1,0.9,1,-9.7,8.2,1,14.8
Cc1c(NC(=O)Nc2ccc3c(c2)OCO3)c(=O)n(-c2ccccc2)n1C,0.9,-6.4,-14.2,1.1,0.9,1,-3.9,8.4,1,14.9
CCOC(=O)c1ccc(NC(=O)C(=O)NCCc2ccc(OC)cc2)cc1,1,-5.5,-8.9,1.1,1,1,-0.6,-1.0,1.1,-1.0
O=S(=O)(NCC1CCCO1)c1ccc2c(c1)OCCO2 (configuration not stated),1.1,-1.9,-11.5,1,1,0.9,-4.1,-7.1,1,-3.7
O=C(NC1CCCC1)C1CC(=O)N(CCc2ccccc2)C1 (configuration not stated),1,-1.9,-11.1,1,1,1,-10.3,4.2,1,2.9
O=C(Cc1cccs1)NCCn1ccc2ccccc21,0.9,-2.0,-8.6,1,0.9,0.9,-2.6,10.5,0.9,6.3
COc1ccc(Cn2nnc3c(=O)[nH]c(C4CCCN(C(=O)c5ccccc5)C4)nc32)cc1 (configuration not stated),1,-4.4,-11.9,1,0.9,1.1,-2.2,2.6,1.1,6.3
CCCCOC(=O)Nc1ccc(N2CCOCC2)cc1,1.1,2.7,-10.2,1,0.9,0.9,-12.0,-6.1,0.9,12.1
COc1cc(OC)cc(-c2nnc(SCC(=O)Nc3cccc(C(=O)O)c3)s2)c1,1,-3.0,-11.1,1,0.7,1,-9.9,-4.3,1,31.5
COCCn1c(=N)c(C(=O)NCc2ccco2)cc2c(=O)n3ccccc3nc21,0.9,2.9,-8.0,1,0.8,1,15.4,5.7,0.6,16.6
COc1ccc(-n2cc(C(=O)O)c3ccccc3c2=O)cc1,1,0.8,15.3,1,0.9,1.1,-7.6,0.4,1.1,7.5
COc1ccc2c(Cl)c(C(=O)NCCCn3ccnc3)sc2c1,0.9,-2.2,0.1,1,0.9,0.9,100.5*,5.9,0.9,9.1
Cc1nc2nc[nH]n2c(=O)c1NS(=O)(=O)c1ccc([N+](=O)[O-])cc1,0.9,2.5,-3.9,1,0.8,1,-4.8,5.9,1,19.2
CCCCc1c(O)nc2sc3cc(OC)ccc3n2c1=O,0.9,0.0,-5.5,1,0.8,1,-10.2,10.3,1,16.3
